# Pin1 inh: inhibitors of human Pin1 | Pin1 FP peptide displacement, HiFluor488, 10 min | Potency, µM (doses to about 115 µM), for the others: top-dose activity, negative = inhibition, hits mostly inhibitors | actives 0.009% (n = 390,000) | AID 504891; active means well fitted inhibition curve with a large enough effect in the polarisation, with a control signal flat, not every such curve was filed as active; inconclusive means small, poorly fitted or top-dose-only effect, or effect the other way, or a change in a side signal; inactive means no such curve, though single readings can be large or run the other way; the % refers to the polarisation; further: potency means the concentration at half of the fitted maximal effect; on the % scale 0 is the no-effect control and ±100 the full control effect
# Target sequence (Q13526 whole entry, looked up): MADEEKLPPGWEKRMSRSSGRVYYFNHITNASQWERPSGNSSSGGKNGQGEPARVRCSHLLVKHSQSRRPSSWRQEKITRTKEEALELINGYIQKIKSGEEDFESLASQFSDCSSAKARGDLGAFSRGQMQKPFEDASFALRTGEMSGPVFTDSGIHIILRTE
# ERG-DNA inh: inhibitors of human ERG Ets domain-DNA interaction; fluorescence polarization, His-ERG Ets domain / labelled DNA; actives 0.028% (n = 370,000); P11308; Potency, µM (highest dose often 76.9 µM), without a hit: top-dose FP activity, negative = inhibition, hits mostly inhibitors; AID 624246; active means well fitted inhibition curve with a large enough effect in the polarisation, with a control signal flat; inconclusive means small, poorly fitted or top-dose-only effect, or effect the other way, or a change in a side signal; inactive means no such curve, though single readings can be large or run the other way; the % refers to the polarisation;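 further: polarization taken with two DNA probes labelled with fluorescein and Texas red; potency means the concentration at half of the fitted maximal effect; % of control where 0% means no effect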
#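 His-tagged ERG Ets domain (1 uM in the protein solution; 300mM KCl, 50mM Tris-HCl, 1mM EDTA, 1mM DTT, pH 7.5) received compound, then a probe mix of 5 nM fluorescein-DNA and 100nM Texas-615-DNA. Fluorescence polarization was read for both dyes.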
# PI4K2A inh: inhibitors of human PI4K2A. actives 0.13% (n = 420,000). Q9BTU6. activity change, negative = inhibition, % at 76.9 µM. purified PI4K2A, ADP-Glo luminescence, 1 h; hits give low values; in the data active means activity change below about -50%; inconclusive means mostly about -30% to -49%;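 further: -100% = wells without enzyme as full effect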
#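 In this quantitative HTS, ADP production by PI4K2A was quantified luminescently after 1 h at ambient temperature; 100 microM adenosine served as plate-quality control.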
# BAZ2B inh: blocks human BAZ2B. AlphaScreen BAZ2B-H3K14Ac peptide displacement. Potency, µM (doses to about 114 µM), without a hit: at the highest dose activity change, negative = inhibition, usual class: inhibitors. actives 4.4% (n = 360,000); further: potency means the concentration at half of the fitted maximal effect; on the % scale 0 is the no-effect control and ±100 the full control effect; nearly all actives have a fitted effect of over 60% in size
#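 AlphaScreen displacement: compounds (up to 110uM) incubated 30 min at room temperature with a preformed 50 nM BAZ2B/50 nM biotinylated H3K14Ac peptide complex in PBS pH 7.4 with Tween-20. Donor and acceptor beads at 10 ug/mL final added, 20 min light-protected before reading.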
# JMJD2A Tudor inh: inhibitors of human JMJD2A Tudor domain. O75164. Potency, µM (top dose mostly 114 µM), inactives show at the highest dose activity change, negative = inhibition, actives largely listed as inhibitors. AlphaScreen JMJD2A-Tudor / H3K4me3 peptide binding. AID 504339. actives 4.4% (n = 390,000); further: potency means the concentration at half of the fitted maximal effect; on the % scale 0 is the no-effect control and ±100 the full control effect; nearly all actives have a fitted effect of over 50% in size
# HP1b binding inh: HP1-beta chromodomain-methylated histone interaction inhibition; P83916; AlphaScreen HP1-beta / biotin-H3K9me3 peptide binding; Potency, µM (highest dose often 114 µM), for the others: at the highest dose activity change, negative = inhibition, usual class: inhibitors; actives 0.56% (n = 390,000); further: potency means the concentration at half of the fitted maximal effect; nearly all actives have a fitted effect of over 70% in size; inactives centre near 23
# Target sequence (P83916 whole entry, looked up): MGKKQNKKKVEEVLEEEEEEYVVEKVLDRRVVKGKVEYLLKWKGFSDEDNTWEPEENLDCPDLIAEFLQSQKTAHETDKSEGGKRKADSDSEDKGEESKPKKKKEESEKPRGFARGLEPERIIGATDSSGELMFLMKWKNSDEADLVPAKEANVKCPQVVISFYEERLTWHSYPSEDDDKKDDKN
#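 HP1-beta protein (50 nM final) preincubated 30 min at room temperature with biotinylated H3(1-18)K9me3 peptide (50 nM) in PBS pH 7.4, 0.01% Tween-20, then compound added for 30 min. AlphaScreen streptavidin donor/nickel chelate acceptor beads (10 ug/mL final), 30 min dark, luminescence read.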
# G9a block: inhibitors of human histone lysine methyltransferase G9a; Q96KQ7; G9a H3K9 monomethylation, AlphaScreen, 2 h; Potency, µM (titrated, usually from 102 µM), for inactives: top-dose activity, negative = inhibition, usual class: inhibitors; actives 8.8% (n = 350,000); AID 504332; further: potency means the concentration at half of the fitted maximal effect; on the % scale 0 is the no-effect control and ±100 the full control effect; nearly all actives have a fitted effect of over 75% in size
# Target sequence (Q96KQ7 913-1193 limits assumed): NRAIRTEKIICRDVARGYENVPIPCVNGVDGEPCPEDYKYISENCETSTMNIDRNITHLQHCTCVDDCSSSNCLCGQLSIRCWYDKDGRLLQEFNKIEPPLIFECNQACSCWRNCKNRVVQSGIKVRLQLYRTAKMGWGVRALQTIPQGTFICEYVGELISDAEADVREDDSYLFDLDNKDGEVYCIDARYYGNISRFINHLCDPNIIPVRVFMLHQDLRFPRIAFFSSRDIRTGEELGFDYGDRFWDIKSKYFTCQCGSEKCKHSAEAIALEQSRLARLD
#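 G9a (20 nM) preincubated 15 min RT with compounds, then 500 nM biotinylated H3K9 peptide and 20 uM SAM added; 2 h RT reaction. Monomethyl-H3K9 product detected by AlphaScreen with anti-H3K9me1 antibody, streptavidin donor and anti-rabbit IgG acceptor beads.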
# Tb PGK inh: T. brucei PGK inhibition; P07378; PGK/GAPDH coupled, Kinase-Glo luminescence, 60 min; Potency, µM (titrated, usually from 57.5 µM), without a hit: at the highest dose activity change, negative = inhibition, hits mostly inhibitors; actives 0.043% (n = 380,000); AID 602233; further: potency means the concentration at half of the fitted maximal effect; on the % scale 0 is the no-effect control and ±100 the full control effect; nearly all actives have a fitted effect of over 60% in size
#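 Luminescent ATP detection (Kinase-Glo Plus) follows a 60-minute room-temperature incubation, with wells lacking PGK as controls. Buffer: 100 mM TEA (pH 7.6), 5 mM MgCl2, 0.01% Tween-20. Coupling enzyme GAPDH (100 nM final) supplies unstable 1,3-BPG in-well.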
# GLS inh: glutaminase GLS (human) inhibition; O94925; GLS enzymatic activity, qHTS titration; Potency, µM (doses to about 45.5 µM), for inactives: at the top dose activity change, negative = inhibition, usual class: inhibitors; actives 0.21% (n = 410,000); AID 624170; further: potency means the concentration at half of the fitted maximal effect; on the % scale 0 is the no-effect control and ±100 the full control effect
#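 Enzyme dispensed in phosphate buffer (45 mM, pH 8.2, 0.02% Tween-20), compounds pinned in, then 1 mM L-glutamine solution and the glutamate oxidase–HRP–Amplex Red mix added; fluorescence read immediately and again after 30 min at room temperature.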
# * = called active by the depositor; i = inactive; ? = inconclusive; / = not tested or not shown; [ ] = remark or other dose. Unless noted, the call rests on the fitted dose curve; in most records, active means well fitted curve in the direction sought with a large enough effect; inconclusive means small, poorly fitted or top-dose-only effect, or another doubt; inactive means no such curve, though single readings can be large; an effect the other way counts as inactive or inconclusive. Outcome played no part in choosing rows, and some 11% of all compounds hit somewhere here.
smiles	Pin1 inh	ERG-DNA inh	PI4K2A inh	BAZ2B inh	JMJD2A Tudor inh	HP1b binding inh	G9a block	Tb PGK inh	GLS inh
COc1ccccc1CNC(=O)CCC1N=C2c3ccccc3N=C(SCc3ccc(Cl)cc3)N2C1=O (stereo unspecified)	23%	-5%	10	-14%	-5%	11%	-17%[59 µM]	1%	5%
CCCCOc1ncnc2c1[nH]c1ccccc12	?	-4%	3	-2%	-6%	23%	0%	2%	5%
CCSc1ccc([C@@H]2[C@H]3C(=O)N(C)C(=O)[C@H]3[C@]3(C(=O)OC)CCCCN23)cc1OC	30%	-6%	-2	?	?	11%	-4%[2.33 µM]	-6%	19%
CNc1ccc(C(=O)OCC(=O)NC(=O)NC2CCCCC2)cc1[N+](=O)[O-]	10%	-3%	7	/	-9%	13%	/	i	-13%
COc1cc(/C=C(/NC(=O)c2ccccc2)C(=O)Nc2cccc(O)c2)c([N+](=O)[O-])cc1OC	-4%	0%	-8	-3%	-34%	10%	-18%[59 µM]	i	15%
O=C(Nc1ccc(F)cc1F)c1cc(-c2ccc(Cl)cc2)on1	-5%	-13%	-2	2%	1%	34%[activator]	0%[59 µM]	-5%	-2%
O=C1OCCN1C(=O)[C@H]1[C@H](c2ccccc2)C(c2cccc(Cl)c2)=NN1c1ccc(Br)cc1	3%	3%	0	/	87%[activator]	149%[activator]	211%[activator][59 µM]	2%	3%
COc1cc(-c2nc(CN3CCCCC3CCNC(C)=O)c(C)o2)ccc1F (stereo unspecified)	13%	-2%	-2	-1%	-11%	21%	5%	-8%	0%
COc1ccc(-c2noc(CSc3nnc(-c4ccncc4)n3-c3ccc(C)cc3)n2)cc1	15%	0%	2	-34%	?	-15%	-36%[59 µM]	-4%	-5%
COc1ccc(/C=C2/N=C(SC3CCOC3=O)N(c3cccc(OC)c3)C2=O)cc1 (stereo unspecified)	68%[activator]	17%	-6	21%	-23%	39%[activator]	-22%	-5%	1%
CSc1ccccc1C(=O)OCC(=O)NCCN1C(=O)CSC1=O	7%	-24%	-2	/	-8%	23%	/	-10%	-2%
CCc1ccc(S(=O)(=O)NCCc2cn3ccccc3n2)s1	7%	-4%	0	-4%	-2%	1%	-1%[12.7 µM]	-9%	11%
O=C(NCC1CCCO1)c1cc(S(=O)(=O)N2CCOCC2)c(Cl)cc1Cl (stereo unspecified)	1%	-4%	-2	-8%	-10%	11%	/	3%	0%
CCC(C)[C@H](NC(=O)[C@@H]1CSC2c3ccccc3C(=O)N21)C(=O)N1CCCCC1 (stereo partly specified)	3%	0%	-7	-14%	-10%	30%	18%	-7%	-3%
O=C(NCc1ccc2[nH]c3c(c2c1)CCCC3)c1ccc(S(=O)(=O)N2CCCC2)cc1	3%	2%	1	-37%	-27%	7%	45µM*	i	-6%
COc1ccccc1C(=O)n1nc(-c2ccc(Cl)cc2)nc1N	4%	0%	0	5%	9%[57.1 µM]	56%[activator]	-29%[12.7 µM]	-5%	-10%
COC(=O)CNC(=O)c1c(C)cc(=O)oc1C	-6%	/	-2	-1%	-12%	49%[activator]	-27%[59 µM]	5%	4%
CCOC(=O)CSc1nnnn1-c1cc(OC)c(Cl)cc1OC	-5%	-5%	3	?	1%	29%	-14%[2.33 µM]	-4%	4%
CCCCn1c(SCC(=O)Nc2nnc(CC)s2)nc2ccccc2c1=O	-3%	-8%	-4	-1%	-4%	16%	2%[59 µM]	-2%	-1%
COc1ccc(C(=O)NC2CCC(O)CC2)cc1S(=O)(=O)NCc1ccc(Cl)cc1 (stereo unspecified)	8%	-7%	2	11%	-9%	18%	4%[12.7 µM]	-7%	0%
Cc1c(NC(=O)CSc2ccccc2C(=O)Nc2cccnc2)c(=O)n(-c2ccccc2)n1C	2%	6%	2	-5%	-3%	55%[activator]	-48%[59 µM]	i	-6%
Cc1cccc(C)c1NC(=O)CSc1nnc(-c2ccncc2)n1Cc1ccco1	-2%	/	-4	-4%	-5%	23%	9%[59 µM]	3%	2%
O=C1NC[C@H](Cc2ccccc2)N(CC2CCN(CCC34CC5CC(CC(C5)C3)C4)CC2)C1=O	3%	15%	-2	/	-21%	28%	/	-6%	5%
CCC(=O)N1CCc2cc(S(=O)(=O)N(C)c3ccc(Br)cc3)ccc21	-8%	6%	-2	3%	-4%	25%	11%	-2%	-1%
Cc1c(Cl)cccc1NC(=O)c1nc(C)n(-c2cc(OC(C)C)c(Cl)cc2Cl)n1	6%	5%	5	2%	-11%	7%	29%[59 µM]	3%	/
Cc1cc(C)cc(COc2ccc3c(C)c(CC(=O)O)c(=O)oc3c2C)c1	3%	9%	6	-32%	-28%	18%	8%	-5%	51%[activator]
COC(=O)c1ccc(NC(=O)c2ccccc2-c2ccccc2C(=O)O)cc1	-6%	-5%	-1	?	-14%	28%	-38%[59 µM]	-5%	5%
O=C(NCCS(=O)(=O)N1CCN(c2cccc(Cl)c2)CC1)C1CCCC1	-1%	-4%	8	8%	-18%	1%	20%[0.501 µM]	0%	5%
O=C(Nc1ccc(Oc2ccccc2)cc1)C1CCCN(c2ncccn2)C1 (stereo unspecified)	-1%	-3%	8	-5%	-8%	43%[activator]	-5%[59 µM]	10%	1%
Cc1cc2nc(=O)c(/C=C3\C=Nc4ccccc43)c(N)n2o1	?	31%[activator]	0	-19%	-15%	18%	15%	-6%	-2%
Cc1nc2cc(NC(=O)c3cccc(S(C)(=O)=O)c3)ccc2o1	3%	-5%	5	-11%	-10%	5%	24%	-2%	52%[activator]
CCN(CC)S(=O)(=O)c1ccc(N2CCOCC2)c(NC(=O)c2cc3ccccc3oc2=O)c1	5%	-8%	-2	-34%	-26%	18%	28%	3%	-12%
O=C(Nc1nnc(C23CC4CC(CC(C4)C2)C3)s1)c1ccco1	2%	6%	-11	10%	4%	38%	-26%[12.7 µM]	-7%	-5%
CC(=O)Nc1ccc(S(=O)(=O)N(C)CC(=O)N/N=C/c2ccc(C(=O)O)cc2)cc1	-1%	-9%	1	2%	7%	40%[activator]	/	i	-8%
Cc1nc(-c2ccc(F)cc2)c(CC(=O)N(C)CC(=O)Nc2ccccc2Br)s1	4%	-2%	-5	-3%	-21%	5%	9%[2.33 µM]	-2%	8%
COc1ccc(C(=O)C2CCCN(Cc3c[nH]c4ccccc34)C2)c(OC)c1 (stereo unspecified)	-1%	6%	3	-23%	-28%	15%	?	4%	8%
O=C(c1ccc(-c2ccc([N+](=O)[O-])cc2)o1)N1CCCCC1	-2%	12%	6	?	?	-9%	?	-5%	6%
O=C(c1cccs1)N(Cc1ccc(Cl)cc1)C1CCS(=O)(=O)C1 (stereo unspecified)	5%	-1%	13	-5%[57.1 µM]	-10%	71%[activator]	-5%	-2%	-16%
NN1C(=O)/C(=C\c2ccco2)SC1=S	2%	6%	-8	45µM*	?	-24%	25µM*	-4%	-3%
CCOc1ccc(CCNC(=O)c2cc3ccccn3n2)cc1OCC	2%	-4%	2	11%	-21%	14%	?	-3%	3%
CNC(=O)CN(c1ccc(Oc2ccccc2)cc1)S(=O)(=O)c1ccc(C)cc1	-3%	2%	3	-6%	-1%	30%	30%	3%	-1%
Cc1ccc(S(=O)(=O)N2C3C=CC(C3)C2C(=O)O)cc1 (stereo unspecified)	-2%	-4%	2	-5%	-12%	31%	3%	i	-4%
O=C1C=CC2C(c3ccc4c(c3)OCO4)CC1N2Cc1ccccc1 (stereo unspecified)	-3%	3%	7	-28%	0%	5%	-8%[59 µM]	-10%	0%
Cc1cc2ccccc2c(=O)n1CC(=O)NCC(=O)N1CCCC(C)C1 (stereo unspecified)	-3%	-2%	0	7%	-6%	34%	4%	-10%	-3%
Cc1ccc(S(=O)(=O)NCC(=O)OCC(=O)Nc2ccc(C)c(S(=O)(=O)N3CCOCC3)c2)cc1	-3%	0%	-3	/	1%	26%	/	11%	1%
COc1ccc(NC(=O)CO/N=C2/CCCc3nonc32)c(OC)c1	0%	-3%	3	2%	-13%	18%	18%	-3%	-3%
CN(Cc1cnn(C)c1)S(=O)(=O)c1cccc([N+](=O)[O-])c1	1%	-1%	0	0%	17%	21%	-4%	9%	0%
CCOC(=O)C1=C(CCc2ccccc2)NC(=O)NC1c1cccc([N+](=O)[O-])c1 (stereo unspecified)	-6%	-3%	-1	-32%	-29%	-8%	?	i	7%
CC(C)n1nnnc1SCC(=O)N1CCN(C(=O)c2ccco2)CC1	-5%	-1%	6	-5%	-9%	63%[activator]	-27%	-4%	1%
Cc1ccc(NC(=O)Cn2c(=O)n(Cc3nc(C)no3)c(=O)c3cc4c(cc32)OCO4)cc1	-14%	9%	0	-15%	-5%	34%	?	10%	-1%
Cc1cc(N)n(-c2ncnc3scc(-c4ccc(Cl)cc4)c23)n1	2%	5%	9	1%	-23%[57.1 µM]	32%	13%[59 µM]	-3%	13%
Cc1cc(C(C)(C)C)oc1C(=O)N(CC(=O)NC1CCCC1)Cc1ccc(Cl)cc1	11%	/	0	-3%	-6%	8%	15%[59 µM]	-5%	-11%
